# High-throughput results: PubChem, Broad Institute
# EWS-Fli block: blocks EWS/Fli oncoprotein-driven transcription; A673 NR0B1-luciferase reporter, viability-normalised; inhibition, % at 12.6 µM; actives 0.67% (n = 350,000); AID 651661;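 active means mean inhibition of at least 50% after viability correction, with every replicate also passing that limit; inconclusive means mean reaches 50% but only one of two replicates passes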;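 further: firefly luciferase signal divided by Alamar Blue viability fluorescence both relative to DMSO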
# PAX8 reporter: PAX8 transcriptional activity inhibition; RMG-I TPO-luciferase reporter, SteadyGlo, 24 h; inhibition, % at 12.6 µM; actives 1.2% (n = 360,000);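 active means mean replicate inhibition at least 60% with every replicate also reaching 60%; inconclusive means only one of the two criteria is met; inactive means mean below 60% and not all replicates reaching 60%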;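 further: luciferase light reporting Pax8 driven TPO promoter activity; plate controls were median of neutral control wells for no effect and mitoxantrone controls for full effect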
# ARNT-TACC3 inh: disrupts binding between human ARNT and TACC3. Q9Y6A5. AlphaScreen His-ARNT PAS-B/GST-TACC3 binding, luminescence; TACC3 fragment carries E629A point mutation. inhibition, % at 9.99 µM. actives 0.66% (n = 390,000). AID 623870;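 active means mean inhibition of replicates at least 50% and at least half of replicates each reaching 50%; inconclusive means half or more replicates reach 50% but mean below 50%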;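 further: 0% = complete ARNT plus TACC3 wells and 100% = ARNT alone without TACC3; many hits fall short of the cut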
# ERp5 inh: inhibitors of human ERp5; Q15084; ERp5 insulin aggregation, absorbance 650 nm, 90 min; inhibition, % at 9.99 µM; actives 0.05% (n = 350,000); AID 651711;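 active means mean replicate inhibition above about 25%, with every replicate also reaching it, limit read from the data, passing the limit was not always enough; inconclusive means only one of those two criteria met; inactive means neither criterion met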
# Target sequence (Q15084 whole entry, looked up): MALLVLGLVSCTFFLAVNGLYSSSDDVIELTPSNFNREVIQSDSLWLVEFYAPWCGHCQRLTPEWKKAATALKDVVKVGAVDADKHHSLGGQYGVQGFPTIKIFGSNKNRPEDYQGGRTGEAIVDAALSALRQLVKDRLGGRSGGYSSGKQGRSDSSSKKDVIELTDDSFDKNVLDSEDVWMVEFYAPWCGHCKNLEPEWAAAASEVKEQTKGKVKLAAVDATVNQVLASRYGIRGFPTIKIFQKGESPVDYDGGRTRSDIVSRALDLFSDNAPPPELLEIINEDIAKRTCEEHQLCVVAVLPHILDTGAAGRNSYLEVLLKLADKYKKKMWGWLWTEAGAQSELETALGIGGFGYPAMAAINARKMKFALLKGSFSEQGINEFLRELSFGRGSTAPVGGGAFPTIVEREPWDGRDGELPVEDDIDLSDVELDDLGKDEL
# XiGFP reactiv: activators of X-chromosome reactivation in mouse fibroblasts; XiGFP mouse fibroblasts, % GFP-positive cells imaging, 3 d; cells co-treated with 5-aza-dC sensitizer; scaled so ellipticine positive control = 100%; activation, % at 7.58 µM; actives 0.055% (n = 360,000);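 active means mean normalized replicate activation at least 10% and every replicate at or above 10%; inconclusive means only one of the two criteria met; inactive means mean below 10% and not all replicates reach 10%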;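 further: 0% = median of on-plate neutral control wells and 100% = ellipticine 6 µM median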
#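 System: 68-5-11 XiGFP fibroblast line; Timing: 3 days compound exposure; Compound dosing: one concentration, pinned; Benchmarks: positive control ellipticine, 6 µM final; Buffer or medium: DMEM containing 5-aza-dC.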
# DENV2 CPE rescue: protects cells from dengue virus 2 cytopathic effect; DENV2-infected cells, cytopathic effect rescue, plate reader; CPE inhibition, % at 9.99 µM; actives 1.7% (n = 350,000); in the data active means CPE inhibition above about 20%, passing the limit was not always enough; inconclusive means no clear call, values can overlap the other calls; tested in BHK-21 cells;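 further: 0% = median of neutral control wells and 100% = median of positive control wells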
# INS-1E GSIS act: GLuc luminescence reporter in INS-1E cells, primary screen for activators of glucose-dependent secretion of insulin; INS-1E GLuc reporter insulin secretion, 2-3 h; activation, % at 16.6 µM; actives 0.61% (n = 370,000);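 active means lowest replicate activation of at least 40%, so every replicate reaches that level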;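 further: 0% = median of neutral control wells and 100% = median of IBMX positive control wells; some compounds called inactive have numbers as strong as hits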
# F508del corr: CFTR F508del correction in bronchial cells. CFBE cells, YFP halide quenching; stimulated with forskolin plus potentiator P3; % fluorescence drop versus neutral controls. activity (quench increase), % at 7.58 µM. actives 0.36% (n = 350,000). AID 720511;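 active means mean added fluorescence quench of at least 8% versus neutral control, with both replicates also reaching 8%; inconclusive means only one of the mean or replicate conditions met; inactive means mean below 8% and not both replicates reaching 8%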;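 further: cells transiently co-express mutant CFTR-F508del with the halide-sensitive YFP; corrector assay measuring rescue of mutant channel to the surface after 24 h compound exposure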
# Active calls of the source: *; ? = inconclusive; . = no result given.
SMILES,EWS-Fli block,PAX8 reporter,ARNT-TACC3 inh,ERp5 inh,XiGFP reactiv,DENV2 CPE rescue,INS-1E GSIS act,F508del corr
CCOc1ccc(Oc2ccc(C(F)(F)F)cc2NC(=O)C2=COCCO2)cc1,6,7,-51,-6,0.2,-6,1,-0.8
O=C(CSc1nc(-c2ccccc2)nc2ccc(F)cc12)Nc1cccc(C(=O)O)c1,0,7,0,1,0.0,-1,7,-3.6
COc1ccccc1N1CCN(C(=O)C2CCC(CNS(=O)(=O)c3ccc(NC(C)=O)cc3)CC2)CC1 (stereo not drawn),24,23,35,4,0.2,3,.,-1.5
CCOc1ccc(Cl)cc1S(=O)(=O)N1CCC(C(=O)NCc2cccnc2)CC1,8,10,-12,1,0.1,2,10,-0.3
CCCCn1c(N)c(N(CCOC)C(=O)c2ccc(C)c(S(=O)(=O)N3CCOCC3)c2)c(=O)[nH]c1=O,1,-2,-6,0,0.0,?,18,-0.9
COc1cc(C(=O)NC(C)c2cc(C)ccc2C)ccc1OCC(=O)N1CCOCC1 (stereo not drawn),-7,-1,.,-3,0.3,1,13,-1.0
C[C@H](CO)N1C[C@H](C)[C@H](CN(C)Cc2cccc(F)c2)Oc2ncc(C#CC(C)(C)O)cc2C1=O,-2,1,.,.,-0.4,.,3,2.0
CCn1cc(C2C3=C(CC(C)(C)CC3=O)N(c3ccc(C)cc3)C3=C2C(=O)CC(C)(C)C3)c(C)n1,-1,-37,5,5,-0.2,-3,8,-0.2
Cc1cccc(OCCCCCN2CCOCC2)c1C,5,13,0,-7,0.0,?,2,0.7
CCOC(=S)SCc1cn2ccccc2n1,0,4,.,2,0.0,9,-12,0.5
N#Cc1ccccc1Sc1ccccc1C(=O)Nc1ccc(Br)cc1,.,17,1,16,.,.,2,.
Cc1ccc(N(C)C(=O)C2CCN(S(=O)(=O)c3ccc4c(c3)oc(=O)n4C)CC2)cc1,5,32,-18,2,?,4,12,-3.2
CSc1nc(N)nc(C(C)C)n1,2,0,-2,0,0.1,0,-2,-1.0
Cc1ccc(O)c(C(=O)c2cnc3c(c2)c(C)nn3C)c1,7,-8,-6,-1,0.1,6,13,2.2
CC(=O)Nc1ccc(C(=O)Nc2cccc(S(=O)(=O)N(C)c3ccccc3)c2)cc1,-1,8,4,-2,0.0,-6,-15,0.6
Oc1ccccc1C1=NN(c2ccccc2)C(c2ccccc2)C1 (stereo not drawn),3,1,-113,-2,-0.1,-8,-13,-0.8
CN(C)S(=O)(=O)c1cccc(C(=O)Nc2ccccc2[N+](=O)[O-])c1,-4,12,7,3,0.3,-1,13,.
O=C1C=C(O)C(n2cncn2)C(c2ccc(F)cc2)C1 (stereo not drawn),3,3,-2,-2,-0.1,-1,12,1.3
C[C@@H]1CN([C@@H](C)CO)C(=O)c2cc(NC(=O)Nc3ccc4c(c3)OCO4)ccc2O[C@H]1CN(C)C(=O)Nc1ccc(C(F)(F)F)cc1,-63,1,9,3,-0.1,-4,0,1.6
Cc1ccc(S(=O)(=O)CCC(=O)OCC(=O)NCC(=O)Nc2c(C)cc(C)cc2C)cc1,1,3,-3,6,0.0,10,21,-1.2

# Two entries picked at random from the list so far:
SMILES,EWS-Fli block,PAX8 reporter,ARNT-TACC3 inh,ERp5 inh,XiGFP reactiv,DENV2 CPE rescue,INS-1E GSIS act,F508del corr
COc1cc(C(=O)NC(C)c2cc(C)ccc2C)ccc1OCC(=O)N1CCOCC1 (stereo not drawn),-7,-1,.,-3,0.3,1,13,-1.0
Oc1ccccc1C1=NN(c2ccccc2)C(c2ccccc2)C1 (stereo not drawn),3,1,-113,-2,-0.1,-8,-13,-0.8

# Next records:
SMILES,EWS-Fli block,PAX8 reporter,ARNT-TACC3 inh,ERp5 inh,XiGFP reactiv,DENV2 CPE rescue,INS-1E GSIS act,F508del corr
C/C(=N\Nc1c([N+](=O)[O-])c(C)nn1C)c1ccc(F)cc1F,-3,5,-13,1,0.0,-6,8,-0.2
CCCC(=O)Nc1ccc2c(c1)C(=O)N(C)[C@H]1CC[C@H](CC(=O)NCCOC)O[C@H]1CO2,-2,-21,-2,.,0.3,-5,6,0.0
COc1cc(C(=O)N=C2SC3CS(=O)(=O)CC3N2c2ccccc2)cc(OC)c1OC (stereo not drawn),.,13,-4,4,0.0,-2,17,-1.3
O=C(CN(Cc1ccc(F)cc1)C(=O)CCC(=O)Nc1ccccn1)NCc1ccc(F)cc1,-9,-5,4,0,0.3,0,-16,-0.4
O=S1(=O)CCO[C@H]2Cc3ccccc3[C@H]2N1Cc1cccc(C(F)(F)F)c1,-3,18,-5,-4,0.1,?,-10,0.6
COc1ccc(N(C(=O)c2snc(C(N)=O)c2N)C(C(=O)NC2CCCC2)c2ccc(OC)c(OC)c2)cc1 (stereo not drawn),6,-4,-4,0,0.1,3,6,-2.3
COCC(=O)N1CC2(CCN(Cc3cncnc3)CC2)c2c(n(C)c3cc(OC)ccc23)[C@H]1CO,0,.,.,.,0.0,50*,10,-1.5
O=C1C2C3C=CC(C4CC34)C2C(=O)N1/N=C/c1ccc([N+](=O)[O-])s1 (stereo not drawn),-21,-13,-1,4,0.3,-4,13,.
N#Cc1ccc(CSCC(=O)NN=C2CCCC2)cc1,9,11,-4,3,0.0,0,-27,-1.6
O=C(COC(=O)CSc1ccc(Cl)cc1)Nc1ccc2[nH]c(=O)[nH]c2c1,-2,.,-1,2,0.0,14,24,2.9
CN1OC[C@@H]2CN3C(=NCCc4ccccc4)Sc4ccccc4[C@@H]3C[C@@H]21,5,9,.,-2,0.5,1,8,-0.9
Cc1ccc(C(=O)NCCCNC(=O)c2ccccn2)cc1,3,10,1,0,0.1,10,-6,0.7
O=C(CSc1nncs1)NCCCc1ccccc1,-96,3,-4,-2,0.0,7,-3,-1.7
CCOc1ccccc1CN1CCN(CCCc2ccccc2)CC1CCO (stereo not drawn),8,3,-5,-1,-0.1,-1,-9,1.0
Cc1ccc(S(=O)(=O)N2CCC(NC(=O)c3cccc(C)c3)CC2)cc1,0,2,1,-7,0.0,-8,3,.
C[C@@H]1CN([C@H](C)CO)S(=O)(=O)c2ccc(-c3cccc(C#N)c3)cc2O[C@H]1CN(C)C(=O)C1CC1,-1,.,-6,-2,-0.9,19,3,1.0
Cc1ccccc1NS(=O)(=O)c1ccc(OCC(=O)NCC2CCCO2)cc1 (stereo not drawn),.,9,-14,4,-0.1,-7,3,-0.1
O=c1cc(Nc2cccc(Br)c2)[nH]c(=O)[nH]1,-12,-6,.,?,3.3,0,-2,1.5
O=C(C[C@H]1CC[C@@H]2[C@H](COC[C@@H](O)CN2Cc2ccc3c(c2)OCO3)O1)Nc1ccc(-c2ccccc2)cc1,9,52,13,-3,0.0,2,-15,-8.4
Cc1ccc(NC(=O)CN(C)S(=O)(=O)c2ccc3c(c2)n(C)c(=O)c(=O)n3C)c(C)c1,.,-1,1,1,0.0,-5,8,0.3
Cc1ccc(NC(=O)CSc2ccc(-c3ccco3)nn2)cc1,-4,-19,1,-1,0.2,10,1,-0.6
O=C(Nc1ccc(F)cc1)N1CCCCN2[C@H](C1)[C@H](c1ccc(-c3ccccc3F)cc1)[C@@H]2CO,-1,-1,6,-7,.,4,.,1.4
COCCNC(=O)CN1C(=O)CSc2ncccc21,3,-5,-3,-3,0.0,9,10,0.3
CN1CCN(c2ccccc2NC(=O)c2ccc(N3CCCC3)c([N+](=O)[O-])c2)CC1,49,9,17,2,0.0,-4,7,3.3
CC(NC=C1C(=O)OC(C)(C)OC1=O)C(=O)O (stereo not drawn),9,1,3,6,-0.1,-2,-14,2.4
CC(=O)N1CCN(C(=O)CCCNC(=O)c2ccc(Cl)cc2)CC1,.,-7,6,9,0.2,2,0,-3.4
COc1cccc(C(=O)N2C[C@@H]3[C@H](c4ccccc42)[C@@H](CO)N3C(=O)c2cccc(F)c2)c1,-2,22,3,-5,0.1,-12,6,1.5
CC(C)COC(=O)N1CCCCC1c1cc(C(=O)N2CCOCC2)no1 (stereo not drawn),-1,-9,.,4,0.0,-7,11,-1.9
Cc1ccc(OCCOCCN2CCN(C)CC2)c(C(C)(C)C)c1,7,-21,3,-1,0.1,-4,-8,-0.8
O=C(O)c1nn(CCOc2ccc(Cl)cc2Cl)c(=O)c2ccccc12,0,7,-2,0,0.1,17,34,1.1
C=CCN(CC=C)C(=O)c1ccc(OC2CCN(Cc3ccccn3)CC2)cc1,8,8,5,2,-0.1,.,-2,2.8
CC1Cc2nc(SCC(=O)N3CCCCC3)n(C)c(=O)c2S1 (stereo not drawn),0,-7,.,-10,0.0,3,.,3.8
O=C(Nc1ccccc1Cl)N1C[C@@H]2[C@H](c3ccccc31)[C@@H](CO)N2C(=O)c1cccnc1,-2,0,17,3,0.2,-3,4,-1.7
COc1cccc(NC(=O)CN(C)C(=O)Cc2c(C)nc3ccccc3c2C)c1,4,20,5,-5,0.0,-1,16,-3.2
COC(=O)c1ccc(NC(=O)CSc2nc3ncccc3[nH]2)cc1,-11,8,-4,3,0.3,9,13,-0.2
O=C(NCCCN1CCOCC1)c1cn(-c2ccccc2)nc1-c1ccc(F)cc1,-11,0,-4,2,0.2,3,.,-1.6
CN(C)CCCn1c2c3ccccc3ccc2c2oc(=O)c3ccccc3c21,?,47,-4,-11,2.4,3,80*,7.1
CC(C)=CCN1CCN(Cc2nc(C(C)C)cs2)CC1CCO (stereo not drawn),5,4,9,23,-0.3,0,6,2.6
COc1ccccc1/C=N/NC(=O)NC12CC3CC(CC(C3)C1)C2,7,20,1,2,0.0,1,-15,-0.5
CCOC(=O)N1CCC(N(CCN(C)C)C(=S)Nc2cccc(SC)c2)CC1,3,-3,0,-4,0.0,-1,-4,-2.4
CC(=O)c1cccc(NC(=O)c2cc3ccccn3n2)c1,-50,-183,0,4,-0.3,-1,.,0.4
CCOc1ccc(N2CSC3=C(C#N)C(c4ccco4)CC(=O)N3C2)cc1 (stereo not drawn),12,.,0,-1,.,1,4,-0.1
C[C@H](CO)N1C[C@H](C)[C@H](CN(C)C(=O)c2ccncc2)OCCCC[C@H](C)Oc2ccc(NC(=O)CCC(F)(F)F)cc2C1=O,-9,-7,1,.,0.0,11,1,-1.9
C/C(=N\NC(=O)C(O)c1ccccc1)c1ccc(Cl)s1 (stereo not drawn),6,5,3,7,0.3,5,4,1.2
COc1ccc(S(=O)(=O)N2CCC(Cc3ccccc3)CC2)cc1NC(C)=O,-2,1,-3,0,0.0,0,0,-0.7
CC(C)CNC(=O)c1cccc(NC(=O)CCc2ccccc2)c1,-11,-26,-7,7,0.2,.,-8,-1.8
C=C(C)C(=O)Nc1ccc2nn(-c3ccccc3O)nc2c1,-55,-141,.,-3,0.4,15,.,-1.4
COCCNC(=O)c1cc2nc(-c3ccccc3)cc(C)n2n1,13,17,-3,-3,0.3,-13,20,1.1
Cc1ccc2c(c1)N(C(=O)CCC(=O)NCCCN1CCOCC1)CC(C)O2 (stereo not drawn),-6,.,0,1,-0.4,-2,11,-4.2
Cc1cc(C)cc(NC(=S)Nc2ccc(Cl)c(Cl)c2)c1,1,13,30,4,0.0,-3,15,1.2

# 3 entries out of the list above, arranged by the value under ERp5 inh, lowest first.
SMILES,ERp5 inh
Oc1ccccc1C1=NN(c2ccccc2)C(c2ccccc2)C1 (stereo not drawn),-2
COc1ccc(S(=O)(=O)N2CCC(Cc3ccccc3)CC2)cc1NC(C)=O,0
C/C(=N\Nc1c([N+](=O)[O-])c(C)nn1C)c1ccc(F)cc1F,1
